ELG1 DNA repair = blocks ELG1-dependent DNA repair in HEK293T cells | HEK293T ELG1-luciferase reporter, luminescence, 16 h; DNA damage induced by 5-fluorouridine | Potency, µM (titrated, usually from 46.1 µM), without a hit: at the highest dose activity change, negative = inhibition, most hits filed as inhibitors | AID 504467 | 330,000 tested, 2.3% active; note: potency is the fitted concentration of half-maximal effect; % is set by controls: 0 for no effect and ±100 for the full control effect; nearly all actives have a fitted effect of over 55% in size
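HEK293T cells expressing luciferase-tagged ELG1 (2,000/well) received 5-Fluorouridine plus compound or DMSO for 16 hr at 37 °C. Luciferase was read by ONE-Glo luminescence after 30 min at room temperature.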
Rab9 prom act = activators of Rab9 promoter | AID 485297 | 320,000 tested, 2.8% active | Huh7 Rab9 promoter-luciferase reporter, luminescence, 24 h | Potency, µM (titrated, usually from 9.22 µM), without a hit: at the top dose activation, negative = inhibition, hits mostly activators; note: potency is the fitted concentration of half-maximal effect; % of control where 0% means no effect; nearly all actives have a fitted effect of over 60% in size
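Luminescence read-out: Huh7 cells stably expressing Rab9-luciferase, treated 24 h with compound at 37 °C, then lysed with luciferase reagent for 10 min at ambient before reading.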
FLuc modulator = counter-screen for miR-21 project: firefly luciferase inhibitors or activators | purified FLuc, Km substrates, luminescence inhibition | Potency, µM (doses to about 57.5 µM), for inactives: top-dose activity change, negative = inhibition, usual class: inhibitors | 360,000 tested, 6.9% active;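 note: potency is the fitted concentration of half-maximal effect; plate controls were vehicle for no effect and reference inhibitor for full effect; nearly all actives have a fitted effect of over 55% in size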
Target sequence (P08659 whole entry, looked up): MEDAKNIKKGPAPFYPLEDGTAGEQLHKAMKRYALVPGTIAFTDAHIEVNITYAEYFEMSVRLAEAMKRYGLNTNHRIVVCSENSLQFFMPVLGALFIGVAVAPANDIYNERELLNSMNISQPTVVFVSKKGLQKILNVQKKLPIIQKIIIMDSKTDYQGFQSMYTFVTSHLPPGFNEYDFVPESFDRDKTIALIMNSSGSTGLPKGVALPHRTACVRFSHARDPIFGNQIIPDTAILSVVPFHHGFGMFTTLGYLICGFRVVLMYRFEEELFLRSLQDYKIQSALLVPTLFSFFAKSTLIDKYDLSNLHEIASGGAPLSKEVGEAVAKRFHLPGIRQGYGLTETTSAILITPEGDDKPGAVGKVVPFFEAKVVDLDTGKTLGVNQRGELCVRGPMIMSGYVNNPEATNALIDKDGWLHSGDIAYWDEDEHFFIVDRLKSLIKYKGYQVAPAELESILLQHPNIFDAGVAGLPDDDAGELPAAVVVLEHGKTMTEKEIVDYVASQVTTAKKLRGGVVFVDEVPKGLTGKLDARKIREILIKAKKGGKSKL
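Biochemical qHTS of compounds, final roughly 60 µM downward over six points, against 10 nM purified firefly luciferase using Km concentrations of substrates (10 uM D-luciferin, 10 uM ATP) in Tris acetate pH 7.5 buffer; luminescence output.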
VP16 counter = Gal4-VP16 reporter inhibition counter-screen | Drosophila S2 Gal4-VP16 UAS-luciferase, luminescence, 20 h | Potency, µM (titrated, usually from 53.6 µM), for inactives: at the highest dose activity, negative = inhibition, actives largely listed as inhibitors | 310,000 tested, 3.5% active | AID 2546;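 note: Gal4-VP16 expression switched on by copper sulfate through the metallothionein promoter; potency is the fitted concentration of half-maximal effect; % is set by controls: 0 for no effect and ±100 for the full control effect; nearly all actives have a fitted effect of over 50% in size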
Menin-MLL TR inh = menin-MLL binding inhibition, Texas Red mutant peptide | O00255 | Menin + Texas Red MLL mutant peptide, fluorescence polarization | Potency, µM (series often up to 61.6 µM), for inactives: at the highest dose FP activity change, negative = inhibition, hits mostly inhibitors | 270,000 tested, 0.23% active | AID 1768; active = well fitted inhibition curve with a large enough effect in the polarisation, with a control signal flat, not every such curve was filed as active; inconclusive = small, poorly fitted or top-dose-only effect, or effect the other way, or a change in a side signal; inactive = no such curve, though single readings can be large or run the other way; the % refers to the polarisation; note: potency is the fitted concentration of half-maximal effect; % of control where 0% means no effect; many of its hits are not listed in these tables
KCNH2 3.1 block = inhibitors of human KCNH2 3.1 potassium channel isoform; U2OS KCNH2 3.1, thallium flux FluxOr; stronger effect = lower value; activity change, % (tested at about 1.8 µM); 340,000 tested, 0.95% active; AID 720553;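 active = maximum activity change below -70%; inconclusive = maximum activity change from -70% to -50%; inactive = maximum activity change above -50%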;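 note: thallium influx rate constant from kinetic fluorescence after stimulation buffer; % is set by controls: 0 for no effect and ±100 for the full control effect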
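We transduce U2OS cells with the mutant 3.1 virus, culture them overnight, load FluxOr with Red40 quencher for 45 min, then add stimulation buffer and read kinetically for 2 min to derive a normalized rate constant.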
Mito fusion yeast = inhibitors of mitochondrial division or activators of mitochondrial fusion. S. cerevisiae fusion-defective mutant growth rescue, CellTiterGlo 48 h. Potency, µM (top dose mostly 46.1 µM), for inactives: top-dose growth rescue (activation), actives largely listed as activators. 320,000 tested, 0.23% active. AID 485298;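 note: potency is the fitted concentration of half-maximal effect; % of control where 0% means no effect; nearly all actives have a fitted effect of over 45% in size; temperature-sensitive fusion mutants such as fzo1-1 at 37 °C on non-fermentable ethanol glycerol medium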
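Compounds are tested for their ability to restore growth of mitochondrial fusion-defective yeast strains at non-permissive 37C in YPEG medium over 48 hours. Viability is quantified by luciferase luminescence.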
MBNL1-CUG inh = blocks human MBNL1 binding to CUG repeat RNA; 280,000 tested, 0.036% active; Potency, µM (top dose mostly 57.5 µM), without a hit: top-dose activity change, negative = inhibition, hits mostly inhibitors; Q9NR56; AID 2675; TR-FRET MBNL1-His/biotin-(CUG)12 binding, 665/545 ratio; active = well fitted inhibition curve with a large enough effect in the signal ratio, with a control signal flat, not every such curve was filed as active; inconclusive = small, poorly fitted or top-dose-only effect, or effect the other way, or a change in a side signal; inactive = no such curve, though single readings can be large or run the other way; the % refers to the signal ratio; note: potency is the fitted concentration of half-maximal effect; % is set by controls: 0 for no effect and ±100 for the full control effect
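His-tagged MBNL1 binding to biotinylated (CUG)12 RNA was measured by TR-FRET using terbium anti-His antibody (0.055 ng/ul final) and streptavidin-XL665 (5 nM final). Compounds were titrated 92 nM to 58 uM; 60 min at room temperature.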
RORgamma inh = ROR gamma (mouse) transcription inhibition | 310,000 tested, 5.4% active | P51450 | Drosophila S2 Gal4-RORgamma UAS-luciferase reporter, 20 h | Potency, µM (top dose mostly 53.6 µM), for the others: at the top dose activity change, negative = inhibition, hits mostly inhibitors; note: potency is the fitted concentration of half-maximal effect; % is set by controls: 0 for no effect and ±100 for the full control effect; nearly all actives have a fitted effect of over 60% in size
Target sequence (P51450 whole entry, looked up, the tested form may be a part): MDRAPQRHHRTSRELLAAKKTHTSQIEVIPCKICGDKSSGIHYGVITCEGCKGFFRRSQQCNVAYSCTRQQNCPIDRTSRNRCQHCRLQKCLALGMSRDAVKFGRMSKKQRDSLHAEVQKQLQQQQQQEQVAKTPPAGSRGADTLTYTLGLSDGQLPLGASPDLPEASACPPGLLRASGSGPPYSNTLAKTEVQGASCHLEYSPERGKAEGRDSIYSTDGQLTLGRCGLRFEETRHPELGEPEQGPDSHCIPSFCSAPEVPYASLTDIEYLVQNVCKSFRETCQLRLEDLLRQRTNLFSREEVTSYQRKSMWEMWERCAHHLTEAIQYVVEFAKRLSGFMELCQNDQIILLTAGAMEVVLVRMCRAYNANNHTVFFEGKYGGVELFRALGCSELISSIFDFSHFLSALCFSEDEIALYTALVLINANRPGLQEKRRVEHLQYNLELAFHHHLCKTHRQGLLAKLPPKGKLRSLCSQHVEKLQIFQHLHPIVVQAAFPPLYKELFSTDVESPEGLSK
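Compounds are pin-transferred onto Drosophila Schneider cells expressing a copper-inducible Gal4–ROR gamma transactivation domain fusion. After 1 hr, copper sulfate is added to 700 uM final; luciferase is read 20 hr later.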
PKM2 act = activators of human pyruvate kinase M2; P14618; purified PKM2, Kinase-Glo ATP luminescence, activation; response scale: 0% is enzyme alone, no compound; Potency, µM (series often up to 57.5 µM), without a hit: at the top dose activation, hits mostly activators; 260,000 tested, 0.34% active; AID 1631; note: potency is the fitted concentration of half-maximal effect; % is set by controls: 0 for no effect and ±100 for the full control effect; nearly all actives have a fitted effect of over 55% in size
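Purified hPK-M2 (>95% pure) converted ADP (0.1 mM final) to ATP with 0.5 mM PEP in 50 mM imidazole pH7.2, KCl, MgCl2, Tween 20, BSA; 1 h at room temperature. ATP detected by Kinase-Glo luminescence.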
NPC1 promoter act = NPC1 promoter activation; Huh7 NPC1 promoter luciferase reporter, 24 h; Potency, µM (top dose mostly 9.22 µM), without a hit: top-dose activation, usual class: activators; 320,000 tested, 2.4% active;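 note: potency is the fitted concentration of half-maximal effect; % of control where 0% means no effect; nearly all actives have a fitted effect of over 60% in size; reporter is driven by a mutant NPC1 promoter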
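Stably transfected Huh7 (NPC1 promoter→luciferase), 1500 cells/well in Opti-MEM + 10% FBS, 2 h settle, then compound 24 h at 37 °C. Luminescence after 10 min with Amplite reagent.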
* hit, by the source's call; ? = inconclusive; · = not tested or not shown; [ ] = another dose, or the depositor's remark. Unless noted, calls come from the whole dose curve; as a rule, active = well fitted curve in the direction sought with a large enough effect; inconclusive = small, poorly fitted or top-dose-only effect, or another doubt; inactive = no such curve, though single readings can be large; an effect the other way counts as inactive or inconclusive. Some of the compounds tested; rates above refer to the full screens.

SMILES | ELG1 DNA repair | Rab9 prom act | FLuc modulator | VP16 counter | Menin-MLL TR inh | KCNH2 3.1 block | Mito fusion yeast | MBNL1-CUG inh | RORgamma inh | PKM2 act | NPC1 promoter act
COC(=O)c1ccccc1NC(=O)CN(c1cc(OC)ccc1OC)S(C)(=O)=O | -13% | 4% | -4% | -5% | -7% | 9 | 1% | -7% | 0% | -15% | 4%
COc1ccc(-n2ncc3c2CC(C)(C)CC3NC(=O)CN2CCOC2=O)cc1 (stereo unspecified) | 5% | 0% | 3% | -4% | · | -1 | 1% | -1% | -10% | · | 1%
O=C(CSc1ncn(-c2ccccc2)n1)Nc1nc2c(s1)CCCC2 | ? | -9% | -24% | -6% | 33%[activator] | 0 | 10% | -3% | -26% | 6% | 2%
COCCNC(=O)c1ccc2c(Cl)c3c(nc2c1)CCC3 | ? | 3.5µM* | 8.5µM* | 0% | -8% | -22 | -16% | 1% | 3% | · | ?
CN(C)c1ccc(/C=C/c2ccncc2)cc1 | ? | ? | ? | ? | -2% | -2 | -1% | ? | -38% | 1% | ?
Cc1cc(C(=O)CCl)c(C)n1CC1COc2ccccc2O1 (stereo unspecified) | 11% | -2% | -10% | ? | -9% | -5 | -14% | -4% | 10µM* | · | -3%
COc1ccc(Cl)cc1N(CC(=O)N1CCN(Cc2ccccc2)CC1)S(C)(=O)=O | -1% | 13% | 0% | -2% | ? | -2 | 4% | 14% | 37% | 8% | 4%
Cc1ccc(C(=O)CCC(=O)OCC(=O)Nc2c(C)nn(-c3ccccc3)c2C)cc1 | 0% | -5% | -18% | · | · | 10 | -10% | · | · | · | 0%
Cc1cc([N+](=O)[O-])nn1CC(=O)Nc1cccc2nonc12 | -2% | -2% | -4% | 11% | ? | 6 | 20% | ? | 1% | -25% | 1%
CC(C)(CNC(=O)C1CCCC1)CNC(=O)C1CCCC1 | -2% | -5% | -2% | 7% | 4% | 4 | -1% | 4% | -21% | -16% | 1%
CCOc1ccccc1OCCCNCc1ccccc1 | -20% | -8% | 1% | -15% | -16% | 7 | -6% | 3% | -2% | -2% | -2%
COc1ccc(S(=O)(=O)N2CCC(C(=O)NCc3cccc(OC)c3)CC2)cc1 | -11% | -8% | 0% | 2% | 1% | 13 | -2% | 1% | 14% | 1.6µM* | -4%
CCOn1c(=O)c(-c2ccc(Cl)cc2)[n+]([O-])c2ccccc21 | 4% | 3% | 0% | -5% | 0% | -6 | 0% | ? | 33% | -26% | 3%
CC(C)(C)NC(=O)/C(=C\C=C\c1ccccc1)NC(=O)c1ccc([N+](=O)[O-])cc1 | -5% | 1% | -1% | -29% | 5% | -4 | 1% | ? | 9% | -3% | -4%
COC(=O)CCCC1=CC2=C(c3ccccc3)C(=O)C(C)(OC(=O)C3CCCC3)C(=O)C2=CN1CCc1ccccn1 (stereo unspecified) | ? | -5% | -1% | 7% | 3%[11.7 µM] | 3 | 6% | ? | 19% | -8%[11.5 µM] | -3%
Cc1ccc(CN2CCC(CNS(=O)(=O)c3ccc(-c4ccc(=O)[nH]n4)s3)CC2)cc1 | ? | -2% | 0% | -1% | · | -48 | 3% | ? | 0% | · | -6%
Cc1onc(-c2ccccc2)c1C(=O)N1CCN(C(=O)c2ccco2)CC1 | 0% | -5% | -2% | · | -8% | 23 | 3% | -3% | 17%[0.365 µM] | 0% | 0%
COCc1nnc(NC(=O)c2ccc(S(=O)(=O)N(CC(C)C)CC(C)C)cc2)o1 | ? | -8% | ? | 2.5µM* | 2% | -11 | 4% | -6% | 0.63µM* | 7% | -4%
CCOC(=O)c1c(NC(=O)C2=C(C)NC(=S)NC2c2ccccc2C(F)(F)F)sc(C)c1C (stereo unspecified) | 23µM* | 1% | 2% | 3.5µM* | 8% | -12 | 24% | -14% | ? | -11% | -7%
Cn1ccc(C(=O)Nc2ccc(Br)cc2Br)n1 | ? | 3.2µM* | 3µM* | -3% | -26% | 15 | 13% | 7% | -1% | -2% | 3.5µM*
Nc1c(C(=O)CSc2nnc(N3CCOCC3)n2-c2cccc(F)c2)c(=O)[nH]c(=O)n1C1CC1 | -2% | 0% | 3% | · | · | 16 | 0% | · | · | · | -3%
CSCCC1NC(=O)N(CC(=O)Nc2c(C(C)C)cccc2C(C)C)C1=O (stereo unspecified) | -7% | 0% | 0% | -16% | 4% | 12 | -2% | -2% | 9% | 1% | -5%
CCOC(=O)c1sc2ccccc2c1OC(=O)c1ccccc1OC | ? | -1% | -8% | -18% | 0% | -8 | -1% | -18% | ? | 7% | -1%
O=C(NCCO)Nc1ccc2nsnc2c1 | 10% | 0% | 1% | -9% | 9% | 13 | -3% | ? | -1% | -5% | -4%
Cc1cccc(Cn2cnc3c(nnn3Cc3ccc(Cl)cc3)c2=O)c1 | -20% | 0% | 0% | -2% | 6% | 7 | -1% | 1% | 22% | 3% | 0%
COc1ccc(C(=O)OCC(=O)NCC2CCCO2)cc1S(=O)(=O)N1CCCc2ccccc21 (stereo unspecified) | -9% | -8% | 2% | -10% | 1% | 6 | 4% | 5% | 20% | 0% | 1%
CNC(=O)c1c(NC(=O)C2=COCCO2)sc2c1CCCC2 | 27% | 5% | 17µM* | 1% | · | · | 5% | 5% | 33% | -2% | 2%
CCOC(=O)CCP(=O)(O)C(O)c1ccc(OC)cc1 (stereo unspecified) | 0% | 12% | 2% | 7% | -1% | -21 | 0% | -3% | -12% | -2% | -2%
Cc1noc(C)c1COC(=O)CCc1ccc(S(=O)(=O)N2CCCCC2)cc1 | -7% | 3% | -3% | -1% | -4% | -18 | 1% | 5% | -8% | -4% | -3%
N#CCCCN1C(=O)C(=C(C#N)C#N)c2ccccc21 | 0% | 1% | -2% | ? | 21% | 2 | -7% | 22% | ? | 3% | 1%
Nc1ccc(N=Nc2ccccc2Cl)c(N)n1 | ? | 2.8µM* | 6µM* | 8% | ? | -11 | 13% | ? | -5% | -5% | 3.2µM*
CC(C)(C)NC(=O)C(=O)NN=C1CCCCCCCCCCC1 | -2% | -4% | -4% | 4%[10 µM] | 13% | 0 | 6% | -1% | -44% | -11% | -1%
COC(=O)N(C)c1ccccc1C(=O)N1CCOCC1 | 3% | -3% | 0% | -16% | 15% | -12 | -4% | 7% | 1% | -1% | -3%
COc1ccc(/C=C(\NC(=O)c2ccccc2)C(=O)N/N=C/c2sccc2C)cc1 | -13% | -5% | -15% | 22µM* | 6% | 6 | -9% | ? | 11µM* | -1% | -6%
Cc1cc(=O)[nH]c(NN=C(CC(C)C)CC(C)C)n1 | 12% | -6% | -1% | -15% | -8% | 4 | -5% | -2% | ? | -11% | -2%
Cc1ccccc1N1CC(C(=O)Nc2ccncc2)CC1=O (stereo unspecified) | -11% | -1% | 3% | · | · | 1 | -2% | · | · | · | 11%
Cc1cc(N2CCC(C(=O)NCC3CC3)CC2)nc(-c2ccccc2)n1 | -20% | -2% | -1% | 8% | -3% | -8 | -1% | 1% | 0% | -3% | 1%
CC(C)[C@H](NC(=O)C1(c2ccccc2)CCN(C(=O)OC(C)(C)C)CC1)C(=O)O | 3% | 12% | 1% | 3% | -1% | -1 | 5% | -4% | 14% | 2% | 0%
C=CCN(CC=C)Cc1nc(N)nc(Nc2ccccc2C)n1 | -16% | 1% | -2% | -8% | -10% | -3 | -5% | 0% | 13µM* | 0% | -9%
CC1CCC(NC(=O)c2cccc(S(=O)(=O)NCc3ccccc3)c2)CC1 (stereo unspecified) | -14% | -12% | 3% | · | · | 2 | 13% | · | · | · | -2%
O=C(NCCCN1CCOCC1)C(=O)N/N=C/c1ccccc1Cl | ? | 11% | -7% | -4% | · | -8 | -7% | ? | 0% | -17% | 11%
O=C(CCC1CCCN(C(=O)c2ccsc2)C1)NCc1ccc(F)c(F)c1 (stereo unspecified) | -1% | 7% | -12% | -12% | 15% | 14 | -8%[9.22 µM] | -2% | ? | 1% | -5%
O=C(O)c1nn(CCOc2c(Cl)cccc2Cl)c(=O)c2ccccc12 | ? | -2% | 3% | -24% | ? | -10 | 2% | 26% | 50% | 6% | 0%
O=C(N=C1SC2CS(=O)(=O)CC2N1c1ccc(Br)cc1F)C1CC1 (stereo unspecified) | 8% | -5% | -1% | -10% | · | 18 | -1% | -10% | 11% | · | -3%

Source: PubChem BioAssay (National Center for Advancing Translational Sciences (NCATS))
